CHT block: human CHT choline transport inhibition; B-score at 10 µM; CHT-expressing cells, membrane potential dye, choline response; active compounds read low; 0.86% of 310,000 active; Q9GZV3;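 active means B-score over 3 SD under the library average, and starting fluorescence ratio not unusually high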;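 further: choline stimulus applied at its EC90 after an EC20 pre-addition; B-score computed on integrated fluorescence ratio after choline addition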
Target sequence (Q9GZV3 whole entry, looked up): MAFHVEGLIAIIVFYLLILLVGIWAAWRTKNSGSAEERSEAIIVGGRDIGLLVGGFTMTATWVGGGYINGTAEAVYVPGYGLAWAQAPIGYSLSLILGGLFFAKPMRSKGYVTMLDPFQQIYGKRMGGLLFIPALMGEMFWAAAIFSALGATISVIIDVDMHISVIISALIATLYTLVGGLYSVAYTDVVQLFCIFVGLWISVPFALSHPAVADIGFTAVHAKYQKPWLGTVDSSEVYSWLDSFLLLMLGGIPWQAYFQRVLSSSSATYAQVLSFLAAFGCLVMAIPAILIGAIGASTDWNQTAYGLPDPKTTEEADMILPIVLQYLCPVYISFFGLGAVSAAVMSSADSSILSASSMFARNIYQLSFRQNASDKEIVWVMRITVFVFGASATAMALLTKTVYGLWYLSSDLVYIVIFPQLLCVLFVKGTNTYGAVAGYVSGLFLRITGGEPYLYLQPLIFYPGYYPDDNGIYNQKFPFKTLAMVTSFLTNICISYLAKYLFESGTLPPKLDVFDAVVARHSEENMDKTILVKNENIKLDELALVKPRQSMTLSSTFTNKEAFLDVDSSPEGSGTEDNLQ
CHT PAM: human CHT allosteric activation | Q9GZV3 | CHT-expressing cells, membrane potential dye, choline EC20; active compounds read high; LV-AA mutant CHT in HEK293 cells | B-score at 10 µM | 0.49% of 310,000 active | AID 488977;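 active means initial fluorescence not abnormally high and integrated response B-score, plate-corrected, over 3 SD above library mean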
The depositor's hits bear a star; i = inactive.

SMILES	CHT block	CHT PAM
O=C(NCCc1csc(-c2cccnc2)n1)c1ccccc1Br	i	i
Cc1cc(NC(=O)CCS(=O)(=O)c2ccc(F)cc2)no1	i	i
O=C(NCCCN1CCOCC1)/C(=C/c1ccco1)NC(=O)c1ccccc1	i	i
O=C(COC(=O)CCOc1ccccc1)NCCC1=CCCCC1	i	i
O=C(CSc1nc2ccccc2n1S(=O)(=O)c1cccc([N+](=O)[O-])c1)NCCc1ccccc1	i	i
CN(c1ccc(C(=O)N2CCOCC2)cc1)S(=O)(=O)c1cccs1	i	i
Cc1sc2ncnc(SCC(=O)N3CCC(c4noc5ccc(F)cc45)CC3)c2c1C	i	i
CCOC(=O)c1ccc(NC(=O)CC2S/C(=N/N=C/c3c[nH]c4ccccc34)NC2=O)cc1 (stereo not given)	i	i
CCC(Sc1ccc2nnc(CCNS(=O)(=O)c3ccc(OC)cc3)n2n1)C(=O)OC (stereo not given)	i	i
COc1ccc(C2C=C(c3ccccc3)Nc3nc(NC(C)=O)nn32)cc1 (stereo not given)	i	i
COc1ccc(Cl)cc1NC(=O)CN1C(=O)NC2(CCCC2)C1=O	i	i
Nc1c(-c2nn[nH]n2)cnn1-c1cc(Cl)cc(Cl)c1	i	i
Cc1c(CC(=O)N2C[C@H]3C[C@@H](C2)c2cccc(=O)n2C3)c(=O)oc2cc3occ(C(C)(C)C)c3cc12	i	i
NC(=O)CN1C(=O)C2CCCCN2C(=O)c2ccccc21 (stereo not given)	i	i
O=C(O)CC1Sc2nc3ccccc3n2C1=O (stereo not given)	i	i
CCOC(=O)CN(C(=O)CNC(=O)c1cccs1)C(C(=O)NC1CCCCC1)c1cccnc1 (stereo not given)	i	i
NC(=O)c1ccc(-n2nnnc2SCc2ccc(F)cc2)cc1	i	i
CCCn1c(Sc2nnnn2-c2ccccc2)n[nH]c1=O	i	i
COc1ccc(OC)c(CCNC(=O)CN2C(=O)COc3ccc(S(=O)(=O)N4CCOCC4)cc32)c1	i	i
Cn1c(SCC(=O)NCC2CCCO2)nc2c([nH]c3ccccc32)c1=O (stereo not given)	i	i
Cc1nc2scc(-c3ccco3)c2c(=O)n1/N=C/N(C)C	i	i
Cc1n[nH]c(C)c1S(=O)(=O)N1CCN(C2CCCCC2)CC1	i	i
O=C1CSCC(=O)N1Cc1ccc(Cl)cc1Cl	i	i
Cc1ccc(Cn2c(CN(C)Cc3ccccc3)nc3c2c(=O)n(C)c(=O)n3C)cc1	i	i
Cc1ccc(C)c(NC(=O)CCN2CC(C)CC(C)C2)c1 (stereo not given)	i	i
O=C(CN1CCN(Cc2ccc(Cl)cc2)C1=O)NCCCN1CCOCC1	i	i
NC(=O)CSc1nc(N)c2c3c(sc2n1)CCCCC3	i	i
Cc1ccc(Oc2nc3c(c(=O)n(Cc4ccccc4F)c(=O)n3C)n2C)cc1	i	i
CCOC(=O)c1c(C)[nH]c(C(=O)OCc2ccccc2)c1C	i	i
O=C1CN(C(=O)NCC(=O)N2CCCC2)c2ccccc2N1	i	i
COc1ccc(NC(=O)CC(C)(C)C)c([N+](=O)[O-])c1	i	i
COc1ccc(CNC(=O)c2ccc(S(=O)(=O)N3CCCC3)cc2)cc1OC	i	i
CC(=O)Nc1nnc(SCC(=O)N2CCCc3ccccc32)s1	i	i
COCCNC(=S)N1CCC(C(=O)c2ccc(C)cc2)CC1	i	i
CN(C)Cc1cc(C(C)(C)c2cc(CN(C)C)c(O)c(CN(C)C)c2)cc(CN(C)C)c1O	i	8.3*
O=C(CCCCCN1C(=O)c2ccccc2C1=O)Nc1ccc(S(=O)(=O)N2CCCCC2)cc1	i	i
O=C(CCNC(=O)C1CCN(S(=O)(=O)c2ccc(F)cc2)CC1)NCc1cccnc1	i	i
CCOc1ccc(/C=N/OCC(=O)NCc2cccs2)cc1	i	i
COc1ccc(NS(=O)(=O)c2nnc(NC(=O)c3ccccc3F)s2)cc1	i	i
CS(=O)(=O)NCCCNc1c(Cl)cccc1[N+](=O)[O-]	i	i
Cc1ccc(NC(=O)CN2C(=O)NC(C)(c3ccc(Cl)cc3)C2=O)cc1 (stereo not given)	i	i
CC1Cc2ccccc2N1C(=O)COc1ccc2c(c1)OCO2 (stereo not given)	i	i
COC(=O)[C@H]1[C@H](c2ccccc2)[C@H](C(=O)OC)O[C@H]1c1ccccc1	i	i
O=C(Nc1ccc(Cl)cc1)NC1CCS(=O)(=O)C1 (stereo not given)	i	i
C[C@H](NC(=O)c1nc[nH]c1C(=O)N[C@@H](C)C(=O)OC(C)(C)C)C(=O)OCc1ccccc1	i	i
CCOC(=O)c1ccccc1NC(=O)/C=C/c1cc(OC)c(OC)c(OC)c1	i	i
CCOC(=O)C1=C(CC)Nc2ccccc2N=C1NC(=O)c1ccc(S(=O)(=O)N(C)C)cc1	i	i
CC(=O)c1cccc(CN2CCN(C3CCCC3)C(CCO)C2)c1 (stereo not given)	i	i
O=C(CSc1nc(C(F)(F)F)cc(=O)[nH]1)NCC1CCCO1 (stereo not given)	i	i
COc1ccc(OCCCn2c(=O)oc3ccccc32)cc1	i	i
CC(C)C(=O)N1CCN(c2ccc(NC(=O)c3cccs3)cc2Cl)CC1	i	i
COC(=O)/C(=C/Nc1cccc2ccccc12)[N+](=O)[O-]	i	i
CCOC(=O)c1cnc2ccccc2c1NCc1ccco1	i	i
Cc1cccc(N2C(=O)NC3(CCCCC3)C2=O)c1	i	i
CCCCN(C)C(=O)Cn1cnc2sc(C)cc2c1=O	i	i
Cc1nc(NC(=O)CC(C)C)sc1-c1csc(Nc2ccc(Cl)cc2)n1	i	i
Cc1ccc(C)c(OCc2cc(C(=O)NC(C)c3cnn(C)c3)no2)c1 (stereo not given)	i	i
N#Cc1nc(-c2ccccc2F)oc1NCCN1CCOCC1	i	i
O=C(N/N=C\c1ccc(CN(Cc2ccc(Cl)cc2)S(=O)(=O)c2ccccc2)o1)C(=O)Nc1ccc(F)cc1	i	i
CC(C)NC(=O)c1ccc(Sc2ccccc2)c([N+](=O)[O-])c1	i	i

Copied from the entries so far for reference:
SMILES	CHT block	CHT PAM
CCCCN(C)C(=O)Cn1cnc2sc(C)cc2c1=O	i	i
Cc1nc(NC(=O)CC(C)C)sc1-c1csc(Nc2ccc(Cl)cc2)n1	i	i
Cc1ccc(C)c(OCc2cc(C(=O)NC(C)c3cnn(C)c3)no2)c1 (stereo not given)	i	i
N#Cc1nc(-c2ccccc2F)oc1NCCN1CCOCC1	i	i
O=C(N/N=C\c1ccc(CN(Cc2ccc(Cl)cc2)S(=O)(=O)c2ccccc2)o1)C(=O)Nc1ccc(F)cc1	i	i

Back to the main list with the 6 entries that preceded the break.
SMILES	CHT block	CHT PAM
CCCCN(C)C(=O)Cn1cnc2sc(C)cc2c1=O	i	i
Cc1nc(NC(=O)CC(C)C)sc1-c1csc(Nc2ccc(Cl)cc2)n1	i	i
Cc1ccc(C)c(OCc2cc(C(=O)NC(C)c3cnn(C)c3)no2)c1 (stereo not given)	i	i
N#Cc1nc(-c2ccccc2F)oc1NCCN1CCOCC1	i	i
O=C(N/N=C\c1ccc(CN(Cc2ccc(Cl)cc2)S(=O)(=O)c2ccccc2)o1)C(=O)Nc1ccc(F)cc1	i	i
CC(C)NC(=O)c1ccc(Sc2ccccc2)c([N+](=O)[O-])c1	i	i
COc1ccc(Cl)cc1C(=O)Nc1cccnc1Cl	i	i
CCOc1ccc(-c2nc(C#N)c(N3CCCCCC3)o2)cc1	i	i
CCOc1ccc(S(=O)(=O)N(C)CC(=O)N2CCN(CC)CC2)cc1	i	i
COC(=O)c1ccc(CSc2nnc3nc(C)cc(C)n23)cc1	i	i
COC(=O)c1ccc(NC(=S)N(Cc2cccnc2)Cc2ccco2)cc1	i	i
COc1ccccc1CCc1nnc(CCC(=O)NC(C)Cc2cccc(C)n2)o1 (stereo not given)	i	i
COc1cc2cc(C(c3nnnn3C3CCCC3)N(C)C3CCCCC3)c(=O)[nH]c2cc1OC (stereo not given)	i	i
CCOC(=O)N1CCC(N2C(=O)c3ccc(C(=O)NCc4ccc(F)cc4)cc3C2=O)CC1	i	i
Cc1cc(C)nc(N2CCC(C(=O)Nc3ccc(Oc4ccccc4)cc3)CC2)n1	i	i
CS(=O)(=O)Nc1ccc(C(=O)Nc2ccccc2Cl)cc1	i	i
COc1ccc(C2=CSC(/N=C/c3ccc(F)cc3)=NN2)cc1	i	i
O=C(Nc1nnc(COc2ccccc2F)s1)Nc1ccccc1F	i	i
Cc1ccc2oc(C(=O)NCCCN3CCOCC3)c(C)c2c1	i	i
Clc1ccccc1CSC1=NCCCN1	i	i
Cc1cc2nnc(SC3CCOC3=O)n2c2ccccc12 (stereo not given)	i	i
COc1cccc2c1c(NC(=O)Nc1ccc(F)cc1F)nn2C	i	i
Cc1ccc(C2NC(=S)NC3=C2C(=O)CCC3)cc1 (stereo not given)	i	i
O=C(O)Cn1c(=O)c2c3c(sc2n(Cc2ccc(F)cc2)c1=O)CCCC3	i	i
CSCC(=O)Nc1nc(-c2ccc3c(c2)OCCO3)cs1	i	i
Cc1ccc(C)c(SCC(=O)NNC(=O)c2ccccc2)c1	i	i
CCN(CC)S(=O)(=O)c1ccc(Cl)c(C(=O)N2CCc3ccccc32)c1	i	i
Cc1c(C(=O)C(=O)N2CC=C(c3ccccc3)CC2)c2ccccc2n1C	i	i
O=C(Nc1ccc(OCC(F)(F)C(F)F)c(C(F)(F)F)c1)c1ccc(Cl)cc1	i	i
Cc1ccc(Cn2nnc3c(=O)[nH]c(C(=O)NCc4ccco4)nc32)cc1	i	i
N#CC(C#N)=C1C=CC=CN1/C(=C\c1ccccc1)C(=O)c1cccs1	i	i
COCC(=O)NNC(=O)c1ccccc1OC	i	i
CNc1nc(SC)n(C)c(=O)c1N=O	i	i
CSCCNC(=O)c1ccc(OC2CCN(S(=O)(=O)N(C)C)CC2)cc1	i	i
CCOC(=O)C(C)Oc1cccc2c(=O)n(CC(=O)NCCc3ccccc3)ccc12 (stereo not given)	i	i
CC(=O)Nc1ccc(OCCOc2ccc(/C=C3/C(=N)N4C=CSC4=NC3=O)cc2)cc1	i	i

Four structures already listed, arranged by length of the SMILES, rising:
SMILES	CHT block	CHT PAM
CNc1nc(SC)n(C)c(=O)c1N=O	i	i
COc1cccc2c1c(NC(=O)Nc1ccc(F)cc1F)nn2C	i	i
CSCCNC(=O)c1ccc(OC2CCN(S(=O)(=O)N(C)C)CC2)cc1	i	i
CCN(CC)S(=O)(=O)c1ccc(Cl)c(C(=O)N2CCc3ccccc32)c1	i	i

Continuation:
SMILES	CHT block	CHT PAM
CCc1c(C(=O)NNC(=O)Nc2ccc3c(c2)OCO3)csc1C	i	i
Cc1occc1C(=O)NN1C(=O)C2C3CCC(O3)C2C1=O (stereo not given)	i	i
COc1ccc2c(CC(=O)N3CCc4ccccc43)coc2c1	i	i
O=C(CCc1ccccc1)NNc1ccc(F)cc1	i	i
COc1cccc(-n2c(SCC(=O)NCC3CCCO3)nc3c(c2=O)SCC3)c1 (stereo not given)	i	i
O=[N+]([O-])c1ccc(CN2CCSCC2)cc1	i	i
COc1ccccc1N(CC(=O)Nc1cc(C)on1)S(=O)(=O)c1ccc(Cl)cc1	i	i
CC(=O)c1cnc(-c2ccccn2)s1	i	i
CCC(C)c1ccc(-c2cc(C(=O)OCC(=O)Nc3cc(C)on3)c3ccccc3n2)cc1 (stereo not given)	i	i
Nc1cc[n+](CC(=O)Nc2ccccc2)cc1	i	i
Cc1c(Br)c([N+](=O)[O-])nn1CC(=O)Nc1ccc2nc3n(c(=O)c2c1)CCCC3	i	i
Cc1cc(C)nc(NC(=O)Cc2ccc(Cl)cc2)c1	i	i
O/N=C/c1ccnc(SCc2ccc(Cl)cc2)n1	i	i
CCn1c(CC(=O)Nc2ccccc2C)nnc1SCC(=O)NC1=NCCS1	i	i
CC1CCCN(C(=O)c2cc(S(=O)(=O)N3CCCCC3)c[nH]2)C1 (stereo not given)	i	i
COc1ccccc1-c1nnn(C/C(N)=N/O)n1	i	i
O=S(=O)(NCCc1csc(-c2cccnc2)n1)c1ccc(Cl)s1	i	i
O=C(CCS(=O)(=O)c1ccccc1)Nc1ccc(-c2nc3ccccc3s2)cc1	i	i
CNC(=O)COC(=O)/C=C/c1ccco1	i	i
CCc1nc(SCC(=O)NCCc2ccccc2)c2c(=O)n(C)c(=O)n(C)c2n1	i	i
Cc1cccc2c1OCC/C2=N\NC(=O)COc1ccccc1Cl	i	i
COC(=O)C1CCN(c2cnccn2)CC1	i	i
CCN(CC(=O)NCc1ccc(F)cc1)CC(=O)Nc1ccccc1-c1ccccc1	i	i
CN(C)/C=N/c1c(C#N)nnn1Cc1ccccc1	i	i
O=C(C/C=N/OCc1ccccc1F)c1cnc(-c2ccc(Cl)cc2)s1	i	i
Cc1nnc(N2CCOCC2)c2nn(-c3ccccc3)c(C)c12	i	i
O=C(O)c1ccc(Oc2cc(Oc3ccc(C(=O)O)cc3)cc([N+](=O)[O-])c2)cc1	i	i
CN1Cc2c(N3CCOCC3)nc3sc(C#N)c(N)c3c2CC1(C)C	i	i
COc1ccccc1N1CCN(C(=O)c2cc(C(C)(C)C)oc2C)CC1	i	i
Cc1ccc2oc(=O)n(CC(=O)OCCC(C)C)c2c1	i	i
O=C(COC(=O)c1ccc2c(c1[N+](=O)[O-])C(=O)c1ccccc1C2=O)NC1CC1	i	i
CCCOC(=O)c1ccc(Oc2c(-c3ccc(O)cc3O)n[nH]c2C)cc1	i	i
NC(=O)c1cccnc1Oc1ccc(Cl)cc1Cl	i	i
COc1cc(-c2nnc(SCC#CCO)o2)cc(OC)c1OC	i	i
COc1ccc(-c2nnc3sc(-c4ccccn4)nn23)cc1	i	i
COc1ccc(NC(=O)c2ccco2)cc1NC(=O)COc1ccccc1	i	i
Cc1ccc2nc(C)cc(NCCO)c2c1	i	8.7*
CCc1ccc(NC(=O)Cn2nnc(C(=O)NCc3ccco3)c2N)cc1	i	i
CCOc1ccc(C2CC(c3ccccc3C)n3ncnc3N2)cc1 (stereo not given)	i	i
O=C(ON=C1CCN(c2ccc([N+](=O)[O-])cc2)CC1)c1ccccc1	i	i
CC(=O)c1nnn(-c2ccc(Cl)cc2C#N)c1C	i	i

Assay outcomes deposited in PubChem BioAssay by Johns Hopkins Ion Channel Center.
